Screening results: PubChem, National Center for Advancing Translational Sciences (NCATS)
15-hLO-2 inh: qHTS Assay for Inhibitors of 15-hLO-2 (15-human lipoxygenase 2) | 110,000 compounds, 0.56% hits | purified 15hLO-2, xylenol orange hydroperoxide absorbance | Polyunsaturated fatty acid lipoxygenase ALOX15B (Homo sapiens), O15296 | Potency, µM (highest dose often 57.1 µM), inactives show top-dose activity change, negative = inhibition, most hits filed as inhibitors | AID 881, 2007; note: potency is the fitted concentration of half-maximal effect; nearly all actives have a fitted effect of over 60% in size; many of its hits are not listed in these tables
Target sequence (O15296 whole entry, looked up): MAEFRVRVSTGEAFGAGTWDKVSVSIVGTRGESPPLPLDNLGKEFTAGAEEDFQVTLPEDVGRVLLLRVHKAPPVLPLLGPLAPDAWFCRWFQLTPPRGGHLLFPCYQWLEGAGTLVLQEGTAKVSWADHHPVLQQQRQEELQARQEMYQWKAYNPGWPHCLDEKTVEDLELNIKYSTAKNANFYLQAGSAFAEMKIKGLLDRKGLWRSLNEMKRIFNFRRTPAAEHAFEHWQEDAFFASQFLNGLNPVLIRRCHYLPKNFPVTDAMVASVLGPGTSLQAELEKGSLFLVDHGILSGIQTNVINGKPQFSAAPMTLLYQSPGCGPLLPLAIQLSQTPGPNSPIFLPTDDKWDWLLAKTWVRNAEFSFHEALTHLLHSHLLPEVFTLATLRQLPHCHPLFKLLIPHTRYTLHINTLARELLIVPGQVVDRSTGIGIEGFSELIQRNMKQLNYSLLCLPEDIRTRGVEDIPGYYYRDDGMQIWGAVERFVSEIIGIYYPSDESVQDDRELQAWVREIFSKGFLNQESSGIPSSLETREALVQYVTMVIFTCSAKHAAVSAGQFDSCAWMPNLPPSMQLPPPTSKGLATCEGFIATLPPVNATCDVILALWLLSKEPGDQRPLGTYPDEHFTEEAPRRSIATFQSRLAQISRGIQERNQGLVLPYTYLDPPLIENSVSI
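Purified human 15hLO-2 (50 nM final) preincubated with compounds 15 min at room temperature in 25 mM Hepes pH 7.5, 0.01% Triton X-100, then 45 uM arachidonic acid added for 90 min; hydroperoxide detected via ferrous/xylenol orange, 573/405 nm absorbance ratio.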
IMPase inh: qHTS Assay for Identifying the Cell-Membrane Permeable IMPase Inhibitors; CHO-M1 cells, IP1 accumulation, HTRF TR-FRET ratio; inhibition (IP1 accumulation), % at 46.1 µM; 120,000 tested, under 10 active; AID 901, 2007; active = well fitted curve in the direction sought with a large enough effect in the signal ratio, not every such curve was filed as active; inconclusive = small, poorly fitted or top-dose-only effect, or a change in a side signal; inactive = no such curve, though single readings can be large or run the other way; the % refers to the signal ratio;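 note: cells stimulated with carbachol in lithium chloride buffer; plate controls were DMSO basal wells for no effect and reference inhibitor wells for full effect; higher means more IMPase inhibition seen as more IP1 and lower FRET ratio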
Target sequence (P97697 whole entry, looked up): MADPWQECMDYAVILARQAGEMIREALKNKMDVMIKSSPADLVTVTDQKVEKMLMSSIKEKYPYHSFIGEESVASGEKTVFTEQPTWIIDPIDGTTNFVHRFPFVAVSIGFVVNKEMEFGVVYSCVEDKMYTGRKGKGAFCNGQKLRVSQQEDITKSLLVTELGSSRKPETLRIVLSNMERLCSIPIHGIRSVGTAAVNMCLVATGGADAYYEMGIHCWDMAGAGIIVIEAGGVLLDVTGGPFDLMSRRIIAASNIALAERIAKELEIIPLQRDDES
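Cellular IMPase inhibition is scored as a rise in cytosolic IP1, detected by competitive TR-FRET between d2-labelled IP1 and a europium anti-IP1 antibody. M1-expressing CHO cells were stimulated with carbachol for 30 min at 37C, with lithium (50 mM LiCl) present in the buffer.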
ALOX12 inhib: qHTS Assay for Inhibitors of 12-hLO (12-human lipoxygenase); Polyunsaturated fatty acid lipoxygenase ALOX12 (Homo sapiens), P18054; purified 12-hLO, xylenol orange hydroperoxide absorbance; Potency, µM (series often up to 57.1 µM), for inactives: top-dose activity change, negative = inhibition, actives largely listed as inhibitors; 150,000 compounds, 0.12% hits; AID 1452, 2008; note: potency is the fitted concentration of half-maximal effect; nearly all actives have a fitted effect of over 55% in size; many of its hits are not listed in these tables
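Lipoxygenase turnover measured by absorbance at 573 and 405 nm after Fe-XO development. Human 12hLO 150 nM, arachidonate 40 uM, pH 7.0 Hepes buffer with detergent; 15 min compound preincubation, 30 min reaction.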
PNC inhibitor: High Content Assay for Compounds that inhibit the Assembly of the Perinucleolar Compartment | PC3M PTB-GFP, PNC prevalence imaging, 16 h; hits give low values | activity change (PNC), negative = inhibition, % at 10 µM | 140,000 compounds, 3.1% hits;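 active = readout at or below -70, meaning at least 70% loss of cells showing the perinucleolar compartment, a nuclear body marking cancer cells; inconclusive = readout between -30 and a set limit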;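 note: plate controls were DMSO wells for no effect and camptothecin positive control wells for full effect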
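Compounds are pinned in duplicate onto adhered PC3M cells stably expressing GFP-tagged PTB and incubated 16 h at 37 C. Cells are then fixed, nuclei stained with Hoechst, and PNC-positive cells counted.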
* = called active by the depositor; ? = inconclusive; / = no result given; [ ] = dose if it differs, or a comment. Unless noted, calls come from the whole dose curve; as a rule, active = well fitted curve in the direction sought with a large enough effect; inconclusive = small, poorly fitted or top-dose-only effect, or another doubt; inactive = no such curve, though single readings can be large; an effect the other way counts as inactive or inconclusive. Unless noted, % is set by controls: 0 for no effect and ±100 for the full control effect. These rows are one share of the data. The share of hits here may be higher or lower than overall.

SMILES	15-hLO-2 inh	IMPase inh	ALOX12 inhib	PNC inhibitor
Cc1ccc(/C(N)=N/OC(=O)Cc2ccccc2)cc1	/	/	-3.1%	-29.2
Cc1nc(NC(=O)CSc2nc3cccnc3n2Cc2ccccc2)sc1C	-9.0%	14.8	0.5%	4.7
Cc1nn(-c2ccccc2)c(C)c1NC(=O)CCl	/	1.2	1.6%	?
Cc1cnc2cc([N+](=O)[O-])ccc2n1	/	/	1.9%	?
Cc1ccc(S(=O)(=O)/N=C/c2ccc(N(C)C)cc2)cc1	/	/	-1.6%	28.9
Cc1ccc2nc(SCc3nnc(-c4ccccc4)o3)[nH]c2c1	/	1.7	-2.9%	67.4
O=C(c1ccccc1)C1CN(c2ccccc2)CC1c1ccc(Cl)cc1 (stereo not given)	-12.9%	1.5	-4.8%	-7.6
COC(=O)c1ccc(Nc2nc(C)cc(=O)[nH]2)cc1	4.2%	4.8	1.4%	5.3
CCCCCC(=O)NNC(=S)NC(=O)c1cccc([N+](=O)[O-])c1	/	/	-11.5%	14.3
Cc1ccc(C(=O)C2=C(O)C(=O)N(Cc3ccccc3)C2c2cccnc2)o1 (stereo not given)	-1.5%	?	-6.7%	?

One compound at a time (already shown). Order of values: 15-hLO-2 inh | IMPase inh | ALOX12 inhib | PNC inhibitor
COC(=O)c1ccc(Nc2nc(C)cc(=O)[nH]2)cc1 in the list: 4.2% | 4.8 | 1.4% | 5.3
CCCCCC(=O)NNC(=S)NC(=O)c1cccc([N+](=O)[O-])c1 in the list: / | / | -11.5% | 14.3
Cc1ccc(C(=O)C2=C(O)C(=O)N(Cc3ccccc3)C2c2cccnc2)o1 (stereo not given) in the list: -1.5% | ? | -6.7% | ?
Cc1ccc2nc(SCc3nnc(-c4ccccc4)o3)[nH]c2c1 in the list: / | 1.7 | -2.9% | 67.4

Additional entries follow.
SMILES	15-hLO-2 inh	IMPase inh	ALOX12 inhib	PNC inhibitor
Cc1ccc(S(=O)(=O)N2CCN(CC(=O)N/N=C/C=C/c3ccccc3)CC2)cc1	/	/	-4.7%	?
O=C(Cc1ccc(S(=O)(=O)N2CCCCC2)s1)Nc1ccc(F)cc1F	/	/	3.5%	-28.5
Cc1ccc(NC(=O)COC(=O)Cn2cnc3ccccc32)cc1S(=O)(=O)N(C)C	/	/	4.6%	43.9
O=C(Nc1nc(-c2ccc(Cl)s2)cs1)c1ccncc1	-1.9%	13.8	-11.2%	-1.3
COc1ccc(CCNS(=O)(=O)c2ccc3c(c2)CCN3C(=O)C2CC2)cc1OC	-7.8%	-1.6	2.2%	96.3
Cc1ccccc1NC(=O)CSc1nnc(-c2ccoc2C)n1CCc1ccccc1	-3.5%	12.1	-11.8%	7.0
O=C(c1cnccn1)N1CCC2(CC1)CCN(c1ccccc1)CC2	1.2%	/	2.8%	/
CC(C)(C)n1nnnc1C(c1cccnc1)N1CCN(c2ccccc2)CC1 (stereo not given)	-0.4%	-3.2	5.2%	-19.4
CC1CC(OC(=O)C(O)c2ccccc2)CC(C)(C)C1 (stereo not given)	-14.5%[0.0915 µM]	/	1.8%[0.00818 µM]	/
CC(=O)c1ccc(NC(=S)NNC(=O)c2ccncc2)cc1	/	?	-0.9%	51.9
O=[N+]([O-])c1ccc(N2CCN(Cc3ccccc3)CC2)c(S(=O)(=O)N2CCOCC2)c1	25.6%	4.7	6.2%	28.7
Oc1ccc(Cl)cc1/C=N/c1nc2ccccc2[nH]1	6.7%	-3.1	-5.4%	-25.0
O=C(NCC1CCCO1)c1cc2n(n1)C(C(F)(F)F)CC(c1ccc(F)cc1)N2 (stereo not given)	-6.4%	-8.2	-1.8%	1.5
Clc1ccc(CSc2nnnn2-c2ccc3c(c2)OCO3)c(Cl)c1	-5.2%	2.9	-6.8%	18.7
O=C1NC2(CCCCC2)C(=O)N1CCS(=O)(=O)Oc1ccccc1	-0.4%	4.8	0.3%	11.1
Cc1ccc(C(=O)N2CCN(c3ccc(NC(=S)NC(=O)Cc4ccccc4)cc3)CC2)cc1	12.6µM*	5.7	?	-13.4
Cc1cccc(C(=O)Oc2ccc(/C=N/NC(=O)Cc3ccc([N+](=O)[O-])cc3)cc2)c1	/	/	0.1%	18.9
Cn1c(SCc2ccccc2)nnc1-c1c[nH]c2ccccc12	-3.4%	-5.0	-9.5%	?
O=C1CC(N2CCC(O)CC2)C(=O)N1c1ccc(Br)cc1 (stereo not given)	-8.4%	-2.9	-16.9%	10.8
O=C(COC(=O)Cc1ccc(Br)cc1)Nc1c(F)c(F)c(F)c(F)c1F	/	/	-2.5%	16.2
S=C(NCCC(c1ccccc1)c1ccccc1)Nc1ccc(Cl)cc1	25.1µM*	3.9	?	-18.3
Cn1c(=N)c(S(=O)(=O)c2ccc(F)cc2)cc2c(=O)n3ccccc3nc21	-20.6%	-3.5	-25.1%	-11.9
CCN(CCCNC(=O)CC(C(=O)N1CCc2ccccc21)n1ccnc1)c1ccccc1 (stereo not given)	60.6%[activator]	-2.0	3.2%	-5.5
CO[C@@]1(NC(=O)Cc2cccs2)C(=O)N2C(C(=O)O)=C(COC(N)=O)CSC21 (stereo not given in full)	32.2%[activator]	/	-1.9%	/
CCCCOC(=O)CSc1nc2c(c(=O)[nH]c(=O)n2C)n1C/C=C(\C)Cl	-3.3%	-6.3	7.4%	4.5
Cc1nn(Cc2c(Cl)cccc2Cl)c(Cl)c1/C=N/NC(=O)c1cccnc1	/	/	1.4%	3.0
O=C(NCc1ccco1)c1ccc(CS(=O)(=O)Cc2ccc(F)cc2)o1	0.9%	4.4	-0.9%	38.8
O=C(c1cnn2c(C(F)(F)F)cc(-c3ccc4c(c3)OCO4)nc12)N1CCCCC1	-10.0%	1.6	0.5%	12.1
Cc1ccc2nc(NC(=O)CSCC(=O)OCC(=O)c3ccccc3)sc2c1	/	/	-2.8%	90.1
COc1ccc(C2(O)CCN(CC(=O)Nc3nccs3)CC2)c(OC)c1	12.4%	0.0	-0.9%	?
CCc1ccc(-c2cc(-c3n[nH]c(=S)n3CC)c3ccccc3n2)cc1	/	/	-3.6%	?
COCCNC(=O)c1onc(CSc2ccccc2C)c1C(=O)O	3.3%	-4.6	-1.1%	22.7
CCCC(C(=O)Nc1nccs1)c1ccccc1 (stereo not given)	44.5%[activator]	1.0	-0.7%	33.6
COc1cccc(C2/C(=C(/O)c3ccc(C)cc3)C(=O)C(=O)N2Cc2ccco2)c1 (stereo not given)	/	-18.3	1.7%	?
O=C(Cc1ccccc1)Nc1ccccc1Sc1ccccc1	/	/	0.4%	9.6
O=C(c1oc(=O)c2ccccc2c1-c1ccccc1)N1CCOCC1	-2.4%	1.9	0.3%	22.3
Cc1cc(C(=O)CN2C(=O)NC3(CCCCC3)C2=O)c(C)n1-c1ccc2c(c1)OCO2	/	1.5	-3.4%	-3.9
COc1ccc(S(=O)(=O)N2CC(C(=O)O)Oc3ccc(CC(=O)O)cc32)cc1 (stereo not given)	-4.0%	-3.8	-5.5%	7.8
COc1cccc(S(=O)(=O)Nc2ccc(C(=O)N3CCN(C(=O)c4ccco4)CC3)cc2)c1	/	-4.6	-6.0%	51.4
O=[N+]([O-])c1cccc2ccc(/C=C/c3ccc(Cl)cc3)nc12	/	?	-9.2%	?
CCOC(=O)/C=C/c1cnn(-c2ccccc2)c1	/	/	-3.6%	5.9
N=c1n(Cc2ccccc2)c2ccccc2n1CC(O)c1ccccc1 (stereo not given)	24.6%	13.2	-4.9%	-2.8
Cn1c(NC(=O)C2CC2)cc(=O)n(C)c1=O	4.1%	-3.5	4.6%	1.3
Cc1c(Cl)cnc(NC(=O)COC(=O)c2cccc(S(=O)(=O)N3c4ccccc4CC3C)c2)c1Cl (stereo not given)	/	/	0.0%	17.5
CCCC(=O)N1CCN(c2ccc(NC(=O)c3sc4ccccc4c3Cl)cc2)CC1	-10.2%	-0.9	-2.1%	63.0
O=C(NCCc1ccccc1)c1ncn[nH]1	3.0%	6.8	4.3%	?
CC(=O)N(CN1C(=O)c2ccccc2C1=O)c1ccc2c(c1)oc1ccccc12	/	/	1.4%	44.4
Cc1ccc(NC(=O)/C(=C/C=C/c2ccccc2)NC(=O)c2ccccc2)cc1	/	-4.3	-1.2%	-21.6
O=C(Nc1ccc2c(c1)CCC2)c1cccc(S(=O)(=O)Nc2ccccc2Cl)c1	/	/	-5.0%	33.8
CC1(C)c2ccccc2N2CC(=O)N(CC(N)=O)C21C (stereo not given)	-0.3%	?	-3.9%	15.7

6 entries picked at random from those above:
SMILES	15-hLO-2 inh	IMPase inh	ALOX12 inhib	PNC inhibitor
Cc1cccc(C(=O)Oc2ccc(/C=N/NC(=O)Cc3ccc([N+](=O)[O-])cc3)cc2)c1	/	/	0.1%	18.9
CC(=O)c1ccc(NC(=S)NNC(=O)c2ccncc2)cc1	/	?	-0.9%	51.9
CCc1ccc(-c2cc(-c3n[nH]c(=S)n3CC)c3ccccc3n2)cc1	/	/	-3.6%	?
O=C(c1ccccc1)C1CN(c2ccccc2)CC1c1ccc(Cl)cc1 (stereo not given)	-12.9%	1.5	-4.8%	-7.6
CCOC(=O)/C=C/c1cnn(-c2ccccc2)c1	/	/	-3.6%	5.9
Cc1nc(NC(=O)CSc2nc3cccnc3n2Cc2ccccc2)sc1C	-9.0%	14.8	0.5%	4.7

(continued)
SMILES	15-hLO-2 inh	IMPase inh	ALOX12 inhib	PNC inhibitor
O=C(Cn1ccc2ccccc2c1=O)NCCC(=O)N1CCN(C2CCCCC2)CC1	12.2%[2.29 µM]	10.9	-2.8%	?
Cc1cnc(NC(=O)CSc2nnc(C)n2N)s1	/	/	2.1%	-11.4
Cc1cc(C)n(C(=O)c2nn(C)c(C)c2[N+](=O)[O-])n1	/	3.3	-2.5%	9.1
CC(NC(=S)Nc1ccc(S(N)(=O)=O)cc1)c1ccc2c(c1)OCO2 (stereo not given)	/	/	-1.7%	-20.3
CCN(c1ccccc1)S(=O)(=O)c1cc(C(=O)Nc2cccc(Cl)c2)ccc1F	/	4.7	-4.2%	-29.9
COc1ccc(C(=O)NCc2nnc(SCC(=O)N3CCCCC3)o2)cc1OC	5.7%	-1.2	6.7%	-9.7
O=[N+]([O-])c1c(NCCCO)cc(SCc2ccco2)c2nonc12	/	/	-5.0%	16.8
Cc1nnc(SCCCn2c(N3CCCCC3)nc3c2c(=O)[nH]c(=O)n3C)s1	1.3%	-9.7	0.5%	8.5
O=C(Nc1ccccc1Cc1ccccc1)c1ccccc1NS(=O)(=O)c1ccc(Cl)s1	/	/	-4.3%	-10.4
Cc1onc(-c2ccccc2Cl)c1C(=O)Nc1ccc(-c2nnc3n2CCCCC3)cc1	8.9%	9.0	-3.8%	?
O=C(Nc1ccccc1)C1CCN(C(=O)c2ccccc2)CC1	-7.4%	2.3	2.4%	7.4
CCCCS(=O)(=O)Nc1ccc2ncn(C)c(=O)c2c1	0.4%	-7.9	0.3%	-12.0
O=C(Oc1coc(CSc2ncccn2)cc1=O)c1ccc(Br)o1	/	-6.7	4.6%	-9.7
NC(Cc1ccc(O)c(O)c1)C(=O)O (stereo not given)	17.7%	/	61.2%[activator]	/
CC(C)(C)NC(=O)CSc1nc(O)cc(=O)n1-c1ccccc1	-6.9%	-3.0	5.9%	21.8
O=C(NCCCCNC(=O)C1CCCC1)C1CCCC1	0.8%	-0.9	2.0%	45.3
FC(F)(F)c1nc2ccccc2nc1N/N=C/c1ccc(Cl)cc1	/	3.7	-2.1%	36.9
Nc1nc(Br)c2c(F)cccc2c1-c1ccccc1	-9.1%	-21.5	2.9%	25.6
COc1cc(C)c(C(N)=O)c(OC)n1	3.7%	-0.9	10.7%	-24.7
COC(=O)c1ccccc1NC(=O)Nc1ccc2c(c1)OCO2	-3.3%	0.1	4.4%	67.5
